Screening results: PubChem BioAssay, several laboratories
Insulin prom inh = inhibitors of insulin promoter-driven GFP, primary screen, imaging, TRM-6 cells (human fetal islet line), eGFP reporter, cell count | inhibition, % at 2 µM | reporter expression induced with tamoxifen | actives 0.9% (n = 130,000);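 active = inhibition above the mean plus 3 SD, with well images judged a real hit on visual review, cut at about 60% in these data, passing the limit was not always enough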
SDO1 yeast rescue = growth rescue of sdo1-depleted yeast, primary screen, S. cerevisiae, bone marrow failure model; S. cerevisiae sdo1-depleted JHY4D growth rescue, OD600 30 h; active compounds read high; pdr5 snq2 efflux-pump mutant strain; z-score at 10 µM; actives 0.21% (n = 140,000); AID 817, 2007;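 active = z-score above 3 at both the 24 hr and the 30 hr optical density reads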;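 also: z-score against mean and SD of all compound wells on the same plate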
SDO1 yeast rescue Rescue 24 h = recorded beside SDO1 yeast rescue, whose call it bears; z-score; S. cerevisiae sdo1-depleted JHY4D growth rescue, OD600; measured here: growth rescue at 24 h;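 0 is the plate mean of compound wells and units are plate SD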
Active calls of the source: *; / = not tested or not shown; & = joins results of further samples; [ ] = another dose, or the depositor's remark. An excerpt, so the mix of outcomes need not match the whole.

# | Compound | Insulin prom inh | SDO1 yeast rescue Rescue 24 h | SDO1 yeast rescue
1 | FC(F)Oc1ccc(-c2csc(Cc3nnc4n3CCCCC4)n2)cc1 | -55 | -0.41 | -0.39
2 | Nc1ccccc1-c1nnc(SCc2ccccc2F)[nH]c1=O | 42 | -0.68 | -0.96
3 | COc1ccc(-n2cc(C(=O)Nc3cc([N+](=O)[O-])ccc3OC)c3ccccc3c2=O)cc1 | -16 | -1.3 | -0.65
4 | Cc1ccc(Nc2nc(N)nc(CN3CCN(Cc4ccc5c(c4)OCO5)CC3)n2)cc1 | 52 | -0.58 | 0.1
5 | CCCCC(NC(=O)c1ccccc1)C(=O)OCC(=O)N1c2ccccc2Sc2ccccc21 (stereo not given) | 30 | -0.76 | -0.86
6 | COc1ccccc1C(c1nnnn1C(C)(C)C)N1CCCc2ccccc21 (stereo not given) | -37 | -0.22 | -0.87
7 | Cc1ccc(NC(=S)NC2CC3CCC(C2)N3Cc2ccco2)c(C)c1 (stereo not given) | -26 | 0.29 | 0.69
8 | Cc1n[nH]c(C)c1S(=O)(=O)N1CCOCC1 | -19 | 0.28 | 0.72
9 | N#CCCN(C(=O)COC(=O)c1ccc(CNS(=O)(=O)c2ccc(F)c(Cl)c2)cc1)c1ccc(F)cc1 | 8 | 0.2 | 0.75
10 | C/C(NCc1ccccc1)=C(\C#N)C(=O)NCc1ccccc1 | 38 | -0.99 | -0.85
11 | C/C=C/C(=O)OCC(=O)Nc1cc([N+](=O)[O-])ccc1Cl | -14 | -0.25 | -0.06
12 | O=C(O)CCCCCNS(=O)(=O)c1cccc2c1C(=O)c1ccccc1C2=O | / | -0.29 | 0.01
13 | COc1ccc(S(=O)(=O)Nc2ccc(F)c(F)c2)cc1Cl | 71 | -1.4 | -0.99
14 | COc1ccc(C2(C)NC(=O)N(CC(=O)NCCC3=CCCCC3)C2=O)cc1OC (stereo not given) | 34 | 1.1 | 1.1
15 | O=C(Nc1ccc2c(c1)OCO2)C1CCN(c2ccc(S(=O)(=O)N3CCOCC3)cc2)CC1 | 0 | -1 | -0.73
16 | O=C(CCCCCn1c(=S)[nH]c2ccc(N3CCOCC3)cc2c1=O)NCc1ccc2c(c1)OCO2 | 64 | / | /
17 | CCCCNC(=O)c1onc(CSc2cccc(OC)c2)c1C(=O)O | / | 0.89 | 1.3
18 | CC(C)CC(=O)Nc1ccc2c(c1)oc1ccccc12 | -72 | -0.8 | -0.94
19 | CCOC(=O)COc1ccc(Cl)cc1C1NC(=O)NC(C)=C1C(C)=O (stereo not given) | 66 | -1.3 | -0.17
20 | CCCCN=C1NN=C(c2cccc([N+](=O)[O-])c2)CS1 | 0 | / | /
21 | CC(C)CNC(=O)c1cccc(NC(=O)CSc2ccccc2)c1 | / | -0.4 | 0.21
22 | CCOc1nc(SCCOc2ccccc2)nc(N(C)C)n1 | / | -0.44 | -0.43
23 | Cc1ccc(C(NC(=O)N2CC(C)OC(C)C2)C(Cl)Cl)cc1F (stereo not given) | / | -1.3 | -0.5
24 | COc1cccc(N2C(=O)C(CC(=O)Nc3ccc(F)cc3)N(C3CCCCC3)C2=O)c1 (stereo not given) | -15 | -0.89 | -0.79
25 | CCCCCn1ccc(=O)c2c(C(F)(F)F)nccc21 | 44 | -0.42 | -0.41
26 | Cc1ccc(CCNC(=O)C2CCN(C(=O)c3sccc3-n3cccc3)CC2)cc1 | / | -0.05 | -0.05
27 | CSc1ccccc1C(=O)NC1CC2CCC1C2 (stereo not given) | 25 | -0.61 | -0.59
28 | COc1cccc(C(=O)/C=C/Nc2ccc(S(=O)(=O)Nc3ccc(C(C)=O)cc3)cc2)c1 | 9 | 1.2 | 0.94
29 | CCOC(=O)N1CCN(S(=O)(=O)c2ccc(C(=O)Nc3nc4ccc(F)cc4s3)cc2)CC1 | -42 | 1.6 | -0.61
30 | CC(=O)Nc1ccc(NC(=O)CN(c2cccc(C)c2)S(C)(=O)=O)cc1 | 0 | -0.51 | 0.26

3 compounds out of the list, ordered by heavy-atom count, low to high:
# | Compound | Insulin prom inh | SDO1 yeast rescue Rescue 24 h | SDO1 yeast rescue
13 | COc1ccc(S(=O)(=O)Nc2ccc(F)c(F)c2)cc1Cl | 71 | -1.4 | -0.99
10 | C/C(NCc1ccccc1)=C(\C#N)C(=O)NCc1ccccc1 | 38 | -0.99 | -0.85
4 | Cc1ccc(Nc2nc(N)nc(CN3CCN(Cc4ccc5c(c4)OCO5)CC3)n2)cc1 | 52 | -0.58 | 0.1

Looked up above:
CCOC(=O)N1CCN(S(=O)(=O)c2ccc(C(=O)Nc3nc4ccc(F)cc4s3)cc2)CC1 – SDO1 yeast rescue Rescue 24 h: 1.6
CCCCC(NC(=O)c1ccccc1)C(=O)OCC(=O)N1c2ccccc2Sc2ccccc21 (stereo not given) – SDO1 yeast rescue: -0.86

(further entries)
# | Compound | Insulin prom inh | SDO1 yeast rescue Rescue 24 h | SDO1 yeast rescue
31 | N#Cc1ccccc1Cn1c(=O)n(Cc2ccc(C(=O)NCc3ccco3)cc2)c(=O)c2sccc21 | / | 2.6 | 0.26
32 | CC(NC(=S)Nc1ccccc1Cl)C(c1cccs1)N1CCCC1 (stereo not given) | -36 | 0.16 | 1.5
33 | CC(C)NC(=O)c1ccccc1NC(=O)/C=C/c1ccc([N+](=O)[O-])cc1 | 24 | 0.52 | -0.35
34 | COc1ccc(C(=O)c2c[nH]c(C(=O)NCCCN3CCOCC3)c2)cc1 | 8 | / | /
35 | CCOC(=O)N1CCN(C(=O)CCCOc2ccccc2)CC1 | -58 | -1 | 0
36 | OCc1nc2ccccc2n1CC(O)Cn1ccc2ccccc21 (stereo not given) | -91 | 0.97 | 1.1
37 | c1ccc2c(c1)CNC1(CCCCC1)C2 | 23 | 2.3 | 1.7
38 | COc1ccc(-c2nnc(SCC(=O)N3CCc4ccccc4C3)o2)cc1 | / | -0.77 | -0.78
39 | Nc1ncccc1OCc1ccc(Br)cc1 | -33 | / | /
40 | O=C(COc1ccc(S(=O)(=O)NC2CCCCC2)cc1)NCc1ccccn1 | -206 | 0.11 | 0.23
41 | CN1C(=O)NC(c2ccccc2)C2=C1CN(c1ccc3ccccc3c1)C2=O (stereo not given) | 30 | 3.5 | 1.7
42 | COC(=O)c1cc(C(=O)Nc2ccc(S(=O)(=O)NC(C)(C)C)cc2)cc([N+](=O)[O-])c1 | 36 | 0.48 | 0.95
43 | CC(CN1CCN(C)CC1)OC(=O)c1ccc(F)cc1 (stereo not given) | 17 | / | /
44 | O=C1NCCN(Cc2ccc(Cl)c(F)c2)C1CC(=O)N1CCCO1 (stereo not given) | 10 | / | /
45 | O=C(O)Cc1ccc(C(=O)c2ccc(F)cc2)s1 | 53 | -0.53 | -1.1
46 | COc1cccc(NC(=O)[C@@H]2CCCN2C(=O)C2CCN(S(=O)(=O)c3ccc(C)cc3)CC2)c1 | / | -0.69 | -0.17
47 | Cc1cccc(-n2nc3c(c2NC(=O)c2ccc(S(=O)(=O)N4CCOCC4)cc2)CSC3)c1C | -9 | 0.6 | -0.06
48 | O=C(N/N=C/c1ccccc1Cl)c1n[nH]c2c1CCCC2 | -22 | 0.13 | 0.06
49 | COc1ccc(OCC(O)CNCc2ccco2)cc1 (stereo not given) | 4 | 1.9 | 1.5
50 | COc1ccc(CC(=O)Nc2ccc(C(=O)NC(C)(C)C)cc2)cc1 | -13 | -0.01 | 1
51 | O=C(c1ccc(Cn2cc(Cl)cn2)o1)N1CCN(Cc2ccc3c(c2)OCO3)CC1 | / | -0.23 | -0.46
52 | COc1ccc(C=O)cc1COc1c(F)c(F)cc(F)c1F | -3 | -1.7 | -0.77
53 | CCCC(=O)Nc1nc2ccc(C(=O)OCC)cc2s1 | / | -0.16 | -0.24
54 | Cc1cc(/C=C(\C#N)C(N)=O)c(C)n1-c1ccc(N2CCOCC2)c([N+](=O)[O-])c1 | -24 | 0.67 | 0.41
55 | Cc1ccc(-c2cn(-c3ccccc3)c3[n+]2CCCS3)cc1 | 15&36 | 1&-0.78 | 1.1&0.23
56 | CCOC(=O)C1CCN(c2ncnc3c2cnn3-c2ccc(OC)cc2)CC1 | / | 0.93 | 0.81[12.4 µM]
57 | COc1cccc(N2CCCn3c2nc2c3c(=O)n(CCN3CCOCC3)c(=O)n2C)c1 | 29 | 0.59 | 1.4
58 | CC(C)(C)c1nnc(NC(=O)c2cccnc2)s1 | -5 | / | /
59 | CCCCOc1ccc(C(=O)N/C(=C/C=C/c2ccccc2)C(=O)NCCCO)cc1 | 28 | 0.32 | 0.81
60 | CCN1CCN(Cc2cc(=O)oc3ccc(Cl)cc23)CC1 | 14 | -0.44 | 0.63

Compounds above with a tert-butyl group (four):
# | Compound | Insulin prom inh | SDO1 yeast rescue Rescue 24 h | SDO1 yeast rescue
6 | COc1ccccc1C(c1nnnn1C(C)(C)C)N1CCCc2ccccc21 (stereo not given) | -37 | -0.22 | -0.87
42 | COC(=O)c1cc(C(=O)Nc2ccc(S(=O)(=O)NC(C)(C)C)cc2)cc([N+](=O)[O-])c1 | 36 | 0.48 | 0.95
50 | COc1ccc(CC(=O)Nc2ccc(C(=O)NC(C)(C)C)cc2)cc1 | -13 | -0.01 | 1
58 | CC(C)(C)c1nnc(NC(=O)c2cccnc2)s1 | -5 | / | /

Additional results:
# | Compound | Insulin prom inh | SDO1 yeast rescue Rescue 24 h | SDO1 yeast rescue
61 | NCCCC[C@@H]1NC(=O)[C@H](CCC(=O)O)NC(=O)c2cc([N+](=O)[O-])cc(I)c2OCC[C@@H](C(N)=O)NC1=O | 5 | 0.31 | 0.49
62 | CC(NC(=O)c1ccc(Cn2cc([N+](=O)[O-])cn2)cc1)c1ccccc1 (stereo not given) | 35 | -1.2 | -0.43
63 | CCCCC12CN3CC(C)(CN(C1)C31C(=O)N(C)c3ccc(C)cc31)C2=O (stereo not given) | -24 | 0.64 | 0.29
64 | CONc1nc(NC(C)(C)C)nc(OCC#N)n1 | -53 | 0.59 | 0.64
65 | COc1ccc(-c2oc(NC(C)=O)c(C#N)c2-c2ccc(OC)cc2)cc1 | -53 | -0.59 | -0.82
66 | COc1ccc(/C=N/NC(N)=S)cc1OC(=O)c1ccccc1 | -4 | 0.26 | 0.32
67 | CC(=O)Nc1ccc(S(=O)(=O)N2CCN(CCCOc3ccccc3Cl)CC2)cc1 | 6 | 1.1 | 0.75
68 | COc1ccc(NS(=O)(=O)c2cc(NC(=O)c3cccs3)ccc2N2CCCC2)cc1 | 31 | 0.73 | -0.31
69 | CCn1c(=O)c(C(=O)NNS(=O)(=O)c2ccc(C)cc2)c(O)c2ccccc21 | 22 | -1.1 | -1.2
70 | CCc1cc(=O)oc2cc(OCC(N)=O)c(Cl)cc12 | 41 | 0.4 | 1
71 | COc1ccccc1NC(=O)CN(Cc1ccco1)C(=O)c1cccs1 | / | 0.2 | 0.34
72 | CCN(C(=O)COc1cccc2cccnc12)C1CCS(=O)(=O)C1 (stereo not given) | 45 | / | /
73 | Fc1ccccc1-c1nc(NCCCN2CCOCC2)c2ccccc2n1 | 22 | -0.67 | 0.09
74 | COc1ccc2c(c1)C1=NN(/C(C)=C/C(C)=O)C(c3cccc(F)c3)C1CC2 (stereo not given) | / | -0.96 | -1.7
75 | CCOC(=O)C(NC=O)(NC(C)(C)C)C(=O)OCC | -15 | 0.18 | 0.49
76 | Cn1c(Cn2c(=O)sc3ccccc32)nnc1SCC(=O)Nc1ccc(F)cc1 | / | 0.39 | 0.57
77 | Cc1ccc(-c2cn3nc(C)c(C)nc3n2)cc1 | / | -0.47 | 0.09
78 | Cc1cccc(N2CCN(C(=O)c3ccc(NC(=O)C4CCCO4)cc3)CC2C)c1 (stereo not given) | 31 | -0.23 | 0.29
79 | CCC12CN3CCN(CC(C3)/C1=N\NC(=O)Nc1ccccc1)C2 | -26 | 1 | 1.4
80 | Cc1cc(C)cc(NC(=O)C2CCCN2/C=C/C(=O)C(F)(F)F)c1 (stereo not given) | / | -0.04 | 0.33
81 | CC1CCCCC1NC(=O)CSCC(=O)O (stereo not given) | -3 | 0.31 | 0.4
82 | Cc1nc2cc(N3CCCCC3)c(NC(=O)c3ccncc3)cc2c(=O)n1Cc1ccc(Cl)cc1 | / | 0.6 | 0.01
83 | CCOC(=O)c1c(C)nc2c(c1-c1cc(OC)ccc1OC)C(=O)c1ccccc1-2 | / | 0.02 | 0.1
84 | Nc1nonc1-c1noc(N2CCCCC2)n1 | -50 | -1.1 | -0.39
85 | CCc1cccc(OCCn2nc(C(=O)O)c3ccccc3c2=O)c1 | 40 | / | /
86 | Cc1sc(NC(=O)CCC(=O)O)c(C(N)=O)c1-c1ccccc1 | 14 | 0.4 | 0.7
87 | COc1ccc(C2(O)CCN(Cc3nnnn3Cc3ccc(F)cc3)CC2)cc1 | -75 | -0.63 | -0.47
88 | COc1ccccc1CNC(=O)CSc1ccc(-c2ccccn2)nn1 | -33 | / | /
89 | COc1ccc(C(CC(=O)O)NC(=O)Cc2ccccc2)cc1OC (stereo not given) | 22 | -1.4 | 0.18
90 | CC1CN(C2CCN(S(=O)(=O)c3ccccc3)CC2)CC(C)O1 (stereo not given) | 33 | -0.81 | -0.55

Further entries.
# | Compound | Insulin prom inh | SDO1 yeast rescue Rescue 24 h | SDO1 yeast rescue
91 | COc1ccccc1N(C)S(=O)(=O)c1ccc(C(=O)OCC(=O)Nc2cc(C)on2)cc1 | 12 | / | /
92 | CCCCC(c1nnnn1CCOC)N1CCN(C(=O)c2ccco2)CC1 (stereo not given) | / | 1.4 | 0.9
93 | Cc1ccc(-c2nn(-c3ccccc3)cc2/C=N/NC(=O)c2ccc(Br)o2)cc1 | 23 | 0.86 | 0.38
94 | CC(C)c1cc(C(=O)NCc2cccnc2)no1 | / | -0.52 | 0.18
95 | COCCNC(=O)Cn1c(=O)n(CCC(=O)NCCc2ccccc2)c(=O)c2ccccc21 | -6 | -0.95 | 0.04
96 | Cc1ccc(Oc2ncccc2CO)cc1 | -45 | / | /
